Compound activity from PubChem.
FBPA Giardia inh: blocks Giardia fructose-bisphosphate aldolase activity; actives 0.71% (n = 290,000); Potency, µM (series often up to 59.6 µM), inactives show top-dose activity, negative = inhibition, actives largely listed as inhibitors; purified Giardia FBPA; A8B2U2; AID 2451; further: potency means the concentration at half of the fitted maximal effect; on the % scale 0 is the no-effect control and ±100 the full control effect; nearly all actives have a fitted effect of over 55% in size
Target sequence (A8B2U2 whole entry, looked up): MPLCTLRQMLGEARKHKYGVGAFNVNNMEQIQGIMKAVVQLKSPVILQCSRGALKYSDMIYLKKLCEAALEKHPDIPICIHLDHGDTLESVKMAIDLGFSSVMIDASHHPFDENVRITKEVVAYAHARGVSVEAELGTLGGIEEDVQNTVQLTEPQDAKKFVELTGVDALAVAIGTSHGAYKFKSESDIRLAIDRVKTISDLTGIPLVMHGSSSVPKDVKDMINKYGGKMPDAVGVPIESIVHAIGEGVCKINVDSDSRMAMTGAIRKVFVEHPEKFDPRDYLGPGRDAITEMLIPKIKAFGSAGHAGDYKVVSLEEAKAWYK
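Giardia FBPA (40 nM reagent) was preincubated 10 min at RT with compound (up to 57.5 uM final), then substrate plus GAPDH/TPI/NAD/arsenate coupling system with diaphorase/resazurin was added; resorufin fluorescence (525/598 nm) was read after 20 min.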
Cycloheximide cs: counter-screen hit for Shiga toxin inhibitors, cycloheximide. actives 12% (n = 300,000). max response, %. cell reporter, cycloheximide protein synthesis inhibition counterscreen; in the data active means max response mostly above about 13%, no sharp cut-off; inactive means mostly below about 14%; further: read at 38.3 µM for the half of the compounds with a filed dose; 0% is about no effect
Pf growth 48h: P. falciparum growth inhibition at 48 hours (one generation) | AID 504832 | actives 5.9% (n = 310,000) | P. falciparum luciferase growth in erythrocytes, 48 h | Potency, µM (highest dose often 28.7 µM), for the others: at the top dose activity change, negative = inhibition, hits mostly inhibitors; further: potency means the concentration at half of the fitted maximal effect; on the % scale 0 is the no-effect control and ±100 the full control effect
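Read-out is firefly luciferase luminescence from an integrated reporter in P. falciparum, so falling signal marks reduced parasite growth. Infected erythrocytes were at 2% hematocrit and 0.1% parasitemia (final) in Albumax-supplemented RPMI 1640.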
Sm TGR block: inhibitors of Schistosoma mansoni thioredoxin glutathione reductase | actives 3% (n = 360,000) | Q962Y6 | Potency, µM (series often up to 114 µM), for the others: at the highest dose activity change, negative = inhibition, hits mostly inhibitors | purified TGR, DTNB reduction, TNB absorbance 405 nm; further: potency means the concentration at half of the fitted maximal effect; on the % scale 0 is the no-effect control and ±100 the full control effect; nearly all actives have a fitted effect of over 60% in size
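Kinetic colorimetric format: TGR-catalysed, NADPH-driven DTNB reduction monitored via TNB absorbance. Enzyme dispensed at 20 nM; compound exposure 15 min at room temperature before reaction start.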
Pf growth 96h: P. falciparum growth inhibition at 96 hours | actives 6.9% (n = 320,000) | Potency, µM (top dose mostly 28.7 µM), for the others: top-dose activity change, negative = inhibition, hits mostly inhibitors | P. falciparum luciferase reporter growth, 96 h | AID 504834; further: potency means the concentration at half of the fitted maximal effect; on the % scale 0 is the no-effect control and ±100 the full control effect
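Two-generation exposure (96 h) targets delayed-death phenotype. Reporter parasites carrying integrated firefly luciferase, in red cells at 2% hematocrit and 0.05% parasitemia final, kept at 37 C, 5% CO2; luminescence loss indicates inhibition.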
Shiga toxin inh: inhibitors of Shiga toxin in Vero cells; AID 2315; inhibition, % at 38.7 µM; actives 9.2% (n = 290,000); Vero cells, Shiga toxin protein synthesis inhibition reporter; in the data active means inhibition mostly above about 28%, no sharp cut-off; inactive means mostly below about 43%; further: 0% is about no effect
* hit, by the source's call; ? = inconclusive; . = not tested or not shown; [ ] = dose if it differs, or a comment. Unless noted, the call rests on the fitted dose curve; in most records, active means well fitted curve in the direction sought with a large enough effect; inconclusive means small, poorly fitted or top-dose-only effect, or another doubt; inactive means no such curve, though single readings can be large; an effect the other way counts as inactive or inconclusive.

SMILES	FBPA Giardia inh	Cycloheximide cs	Pf growth 48h	Sm TGR block	Pf growth 96h	Shiga toxin inh
COc1cc(NC(=O)c2ccc(=O)[nH]n2)cc(OC)c1OC	-2%	1	9%	-12%	32%[activator]	3
COc1ccc(C(=O)Nc2ccnn2C2CCN(Cc3cnn(C)c3)CC2)cc1	-8%	-2	16%	-17%	-8%	-12
CC(Oc1ccccc1)C(=O)NC1CCN(Cc2ccccc2)CC1 (configuration not stated)	2%	13	-2%	-19%	18%	1
COC(=O)C1=C(c2cccc(C#N)c2)C[C@@H]2CC[C@H]1N2C(=O)NCc1cccc2ccccc12	.	.	8.3µM*	-10%	?	.
COC(=O)c1ccccc1NC(=O)c1cccnc1	6%	-2	?	-11%	0%	.
O=C(NCCc1ccccc1)c1ccc(NC2=NC3CS(=O)(=O)CC3S2)cc1 (configuration not stated)	3%	3	.	64%[activator]	?	3
O=C(COc1ccccc1)N=C1SC2CS(=O)(=O)CC2N1c1ccc(F)cc1 (configuration not stated)	4%	0	20%	0%	35%[activator]	-9
CCn1c(=O)n(CC)c2cc(NC(=O)CSc3ccc([N+](=O)[O-])cn3)ccc21	-5%	-4	?	-6%	38%[activator]	-4
COc1cc2c(cc1OC)C(c1cccnc1)CC(=O)N2 (configuration not stated)	1%	-4	21%	-15%	-20%	-6
CCCOC(=O)Nc1ccc(S(=O)(=O)Nn2cnnc2)cc1	13%	-3	11%	0%	1%[5.75 µM]	13
CCOc1ccc(S(=O)(=O)NCCC(=O)N2CCCCCCC2)cc1	.	.	10%	-4%	-1%	.
CC(=O)Nc1ccc(S(=O)(=O)NNC(=O)COc2cccc(C)c2)cc1	0%	-2	23%	7%	6%	-16
O=C(c1cc2c(ccc3ccccc32)o1)N1CCCCC1	.	52*	241%[activator]	6%	-28%	90*
CC(=O)N1CC(=O)Nc2ccc(Br)cc2C1c1ccc(F)cc1 (configuration not stated)	9%	-3	.	-11%	?	-3
COCCOC(=O)C1=C(C)N(c2ccccc2)C(=S)NC1c1ccccc1C(F)(F)F (configuration not stated)	-5%	23	-20%	0%	?	-9
Cc1cc(C)c(NC(=O)COc2ccc(-n3cnnn3)cc2)c(C)c1	.	1	79%[activator]	-3%	9%	-5
O=c1c2cc(NC(=S)N3CCCC3)ccc2nc2n1CCCCC2	0%	-2	3%	9%	?	-10
COc1ccccc1CN1CCN(C(CC(C)C)c2nnnn2Cc2cccs2)CC1 (configuration not stated)	-2%	4	13µM*	-3%	58%[activator]	-1
N#CCCN1CCN(CCC#N)CC1	0%	-2	8%	1%	19%	-2
CCN(CC)c1nc(Nc2ccccc2)nc(Oc2ccc(=O)n(C)n2)n1	-1%	-4	?	-13%	0%	-6
CCOC(=O)c1c(NC(=O)CSc2nnc(C)c(=O)[nH]2)sc2c1CCCC2	19%	-5	13%	-3%	.	-7
CCOC(=O)N1CCC(C(=O)Nc2ccc(OCC)cc2)CC1	1%	-6	-1%	-5%	4%	-15
Cc1ccc(S(=O)(=O)N(C)c2cc(S(=O)(=O)Nc3ccncc3)c(C)cc2C)cc1	5%	-3	-10%	-23%	13%	-11
CC(C)C1(C)N=C(c2ncccc2C(=O)O)NC1=O (configuration not stated)	?	-2	.	0%	-20%	-10
O=C(N=C1SC2CS(=O)(=O)CC2N1c1ccc(Br)cc1F)C1CC1 (configuration not stated)	.	-4	17%	4%	27%	-4

Single entries from the entries so far.
COc1ccc(C(=O)Nc2ccnn2C2CCN(Cc3cnn(C)c3)CC2)cc1 in Cycloheximide cs shows -2
CCOc1ccc(S(=O)(=O)NCCC(=O)N2CCCCCCC2)cc1 in Pf growth 48h shows 10%
O=c1c2cc(NC(=S)N3CCCC3)ccc2nc2n1CCCCC2 in Shiga toxin inh shows -10
CCN(CC)c1nc(Nc2ccccc2)nc(Oc2ccc(=O)n(C)n2)n1 in Shiga toxin inh shows -6
CCCOC(=O)Nc1ccc(S(=O)(=O)Nn2cnnc2)cc1 in FBPA Giardia inh shows 13%

(further entries)
SMILES	FBPA Giardia inh	Cycloheximide cs	Pf growth 48h	Sm TGR block	Pf growth 96h	Shiga toxin inh
c1ccc(CN2CCN(c3nc(-c4ccccc4)nc4ccccc34)CC2)cc1	-3%	6	3.3µM*	-10%	.	-16
CCOC(=O)/C(C#N)=C1\CC2CCC1(C)C2(C)C (configuration not stated)	?	5	-22%	13%	53%[activator]	-1
CC1Cc2ccccc2N1C(=O)c1ccc2snnc2c1 (configuration not stated)	-1%	-5	-18%	-4%	-17%	-20
Cc1ccc(C)c(S(=O)(=O)Nc2ccc(C(=O)N3CCC3)cc2)c1	.	.	9%	3%	27%	.
Cc1c(CNCCc2ccccc2)c(C(=O)O)c(C)n1-c1ccccc1	-12%	13*	13%	45µM*	0%	-1
COc1ccc(NC(=O)c2cc3nc(-c4ccccc4)cc(C)n3n2)cc1OC	-15%	-4	?	10%	-33%	-3
N#C/C(=C\c1ccc(Cl)cc1)c1nc2ncccc2[nH]1	0%	9	?	5%	?	14
Clc1ccc2ccc3cccnc3c2n1	-1%	5	?	7%	?	51
N#Cc1ccc(OCC(=O)OCC(=O)Nc2cc(C(F)(F)F)ccc2N2CCOCC2)cc1	1%	4	-12%	0%	4%	-6
CCn1cc(Cl)c(C(=O)Nc2cc(C(=O)OC)cc(C(=O)OC)c2)n1	3%	-4	25%	6%	?	-8
CCC(C)OC(=O)c1cc(C)nc2c(Br)cc(Br)cc12 (configuration not stated)	3%	-3	-24%	7%	5%	-1
O=C(O)c1cc(O)c2c(c1)[C@H]([C@H]1c3cc(C(=O)O)cc(O)c3C(=O)c3c(O[C@@H]4OC(CO)C(O)C(O)C4O)cccc31)c1cccc(O[C@@H]3OC(CO)C(O)C(O)C3O)c1C2=O (some centres not stated)	18µM*	.	-5%	.	-2%	.
CCc1nc(SCc2cccnc2)[nH]c(=O)c1C	-28%	-2	23%	1%	6%	-6
CC(=O)N1CCOc2ccc(S(=O)(=O)N3CCC(C(=O)Nc4ccccc4F)CC3)cc21	4%	-1	?	1%	?	-4
COc1ccc([C@@H]2[C@@H]3C(=O)N(C(C)(C)C)C(=O)[C@@H]3[C@]3(Cc4ccc(Cl)cc4)C(=O)N(c4cccc(C)c4)C(=O)N23)cc1	0%	-2	?	0%	8.3µM*	-7
O=C(CCC1CCCCC1)Nc1ccccc1O	0%	39*	-61%	3%	.	107*
COc1ccc(Br)cc1CN1CCN(C(=O)c2ccc(F)cc2)CC1	16µM*	-4	12%	-7%	27%	3
COc1ccc(NC(=O)CN(C)C(=O)CNC(=O)c2cccs2)cc1	11%	1	12%	-23%	14%	-10
Nc1ccccc1Cl	.	.	20%	-17%	39%[activator]	.
O=C1Nc2ncccc2OC1CCCl (configuration not stated)	1%	-3	15%	-1%	.	-7
CC(=O)OC(c1nc2ccccc2c(=O)n1C1CC2(OC1=O)c1ccccc1N1C(=O)C(C)(C)N(O)C12)C(C)C (configuration not stated)	-9%	2	2.1µM*	-17%	10µM*	-3
CCOC(=O)c1sc(N)c(C(=O)Nc2ccccc2OC)c1C	-24%	8	-5%	4%	5%	-24
Clc1ccc(/C=C\c2nccc3c2[nH]c2ccccc23)cc1	-18%	15	4.7µM*	0%	20%	26
COc1ccccc1N1CCN(C(c2cccs2)C(C)NC(=O)c2cccs2)CC1 (configuration not stated)	1%	3	?	-2%	?	6
Cc1ccc(N=Nc2c(N)nn(-c3ccccc3)c2N)cc1	1%	63*	107%[activator]	0%	499%[activator]	91*

Some entries already given, reduced to Sm TGR block and FBPA Giardia inh.
smiles,Sm TGR block,FBPA Giardia inh
CCn1cc(Cl)c(C(=O)Nc2cc(C(=O)OC)cc(C(=O)OC)c2)n1,6%,3%
CC1Cc2ccccc2N1C(=O)c1ccc2snnc2c1 (configuration not stated),-4%,-1%
CCc1nc(SCc2cccnc2)[nH]c(=O)c1C,1%,-28%

Reprinted at random: two entries already listed.
SMILES	FBPA Giardia inh	Cycloheximide cs	Pf growth 48h	Sm TGR block	Pf growth 96h	Shiga toxin inh
N#Cc1ccc(OCC(=O)OCC(=O)Nc2cc(C(F)(F)F)ccc2N2CCOCC2)cc1	1%	4	-12%	0%	4%	-6
CC1Cc2ccccc2N1C(=O)c1ccc2snnc2c1 (configuration not stated)	-1%	-5	-18%	-4%	-17%	-20

Next part.
SMILES	FBPA Giardia inh	Cycloheximide cs	Pf growth 48h	Sm TGR block	Pf growth 96h	Shiga toxin inh
Cc1ccc2c(c1)S/C(=C/c1ccc[n+](CCO)c1)N2C	-5%	-5	?	-1%	4%	-10
COc1ccc(Oc2nnnn2-c2ccccc2)cc1	7%	32*	62%[activator]	0%	76%[activator]	31*
CC(C)CCn1nc(C(=O)Nc2nc3c(s2)CCCC3)c2ccccc2c1=O	-4%	7	10µM*	-9%	?	-17
CCOc1ccc(-c2nnc(SCC(=O)O)n2Cc2ccccc2)cc1	13%	-3	20%	1%	0.93µM*	.
COC(=O)CN(C#N)c1nc(NC(C)C)nc(NC(C)C)n1	9%	-1	-19%	-3%	34%[activator]	-3
CCC(C)(C(=O)NC1CCCCC1)N(Cc1ccco1)C(=O)c1ccc2c(c1)OCO2 (configuration not stated)	2%	0	?	0%	42%[activator]	-11
Cc1ccc(S(=O)(=O)N2CCCC(C(=O)N3CCCc4ccccc43)C2)cc1 (configuration not stated)	3%	-8	?	8%	?	-27
Cc1noc(C)c1COC(=O)COc1cccc2c1OC(C)(C)C2	3%	-4	4%	-2%	-17%	-5
Cc1cccc(NC(=O)c2ccccc2-c2ccccc2)c1	-1%	-7	13%	5%	-5%[5.75 µM]	-2
C=CC(=O)N=c1sc2ccccc2n1-c1ccccc1	0%	-1	35%[activator]	40µM*	?	-4
NS(=O)(=O)c1ccc(NN=C2CCCCC2)c([N+](=O)[O-])c1	2%	4	5%	-17%	23%	-4
Cc1ccc(CSc2nnc3ccc(-c4ccncc4)nn23)cc1	4%	-8	?	7%	?	24
COc1cc(C)c(NC(=O)C(=S)NCCc2ccccc2)cc1C	?	-3	1%	2%	2.3µM*	-19
Cc1ccc(C(C)C)cc1OCC(=O)Nc1ccc(-n2cnnn2)cc1	.	.	17%	0%	?	.
O=C(COC(=O)c1cc[n+]([O-])cc1)Nc1ccccc1Cl	4%	-1	21%	-2%	51%[activator]	28
c1coc(C2Nc3ccccc3-c3nc4ccccc4n32)c1 (configuration not stated)	-6%	31*	72%[activator]	38%[activator]	23%	63*
O=c1oc2cc(O)ccc2c2ccccc12	-11%	-2	.	1%	3%	-16
C/C(=N\NC(=O)c1ccc(-c2ccccc2)cc1)C1C(=O)c2ccccc2C1=O	0%	-1	37%[activator]	10%	43%[activator]	15
COc1ccc(C(=O)N(CC2CCCO2)C(C(=O)NC2CCCC2)c2ccc(Cl)cc2)cc1OC (configuration not stated)	-2%	-4	12µM*	4%	6.6µM*	4
Cc1ccccc1OCC(=O)O/N=C(\N)c1ccncc1	6%	45*	?	-7%	45%[activator]	99*
CCc1ccc(C(=O)NCC2COc3ccccc3O2)o1 (configuration not stated)	0%	23*	61%[activator]	-13%	44%[activator]	57*
CCCn1c(Cc2ccccc2)nnc1SC(C)C(=O)NC1CC1 (configuration not stated)	.	.	?	-1%	-4%	.
Cc1ccc(C)c(Cn2nnc3c(=O)[nH]c(C(=O)NCC4CCCO4)nc32)c1 (configuration not stated)	-14%	-2	?	1%	?	14
O=C(Cn1cc2c(n1)CCCCC2)NC1CCN(Cc2ccccc2)CC1	0%	-7	.	-1%	12µM*	3
CCCN(CCC)CCNC(=O)C1CCN(S(=O)(=O)c2cccc3nsnc23)CC1	-10%	-5	13%	3%	-16%	-12
CCOc1ccc(C(C)(C)C)cc1S(=O)(=O)N1CCOCC1	2%	-1	?	3%	.	-6
Cc1cc(SCC(=O)Nc2ccccc2C)nc(C)n1	-1%	-3	0%	5%	21%	-12
